Source: PubChem BioAssay (several laboratories)
OX1R antagonist = OX1R (HCRTR1) antagonists, primary screen, fluorescence, CHO/OX1R cells, Fluo-8 calcium, orexin A. inhibition, % at 5 µM. Fluo-8 calcium fluorescence. 330,000 compounds, 0.43% hits;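 active means inhibition above its plate's threshold, mean inhibition of all tested compounds on the plate plus 3 SD, cut at about 37% in these data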;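 further: 0% = orexin A challenge wells and 100% = SB-334867-A antagonist wells; not every result past the cut was called active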
Target sequence (O43613 whole entry, looked up): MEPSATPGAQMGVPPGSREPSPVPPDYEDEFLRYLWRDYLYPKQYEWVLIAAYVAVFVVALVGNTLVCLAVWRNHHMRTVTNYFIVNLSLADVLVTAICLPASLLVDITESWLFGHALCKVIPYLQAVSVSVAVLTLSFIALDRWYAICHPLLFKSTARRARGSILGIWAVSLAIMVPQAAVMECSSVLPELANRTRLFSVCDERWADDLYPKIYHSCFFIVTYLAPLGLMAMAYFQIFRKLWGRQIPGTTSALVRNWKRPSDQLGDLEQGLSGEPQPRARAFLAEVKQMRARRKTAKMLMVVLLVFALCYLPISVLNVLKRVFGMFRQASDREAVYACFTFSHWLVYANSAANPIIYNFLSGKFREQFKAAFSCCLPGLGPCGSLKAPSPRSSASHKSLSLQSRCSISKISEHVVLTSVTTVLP
CHT allo act = CHT positive allosteric modulators, primary screen, cell-based, membrane potential dye, choline EC20. High affinity choline transporter 1 (Homo sapiens), Q9GZV3. AID 488977, 2010. 310,000 compounds, 0.49% hits. CHT-expressing cells; active compounds read high; LV-AA mutant CHT in HEK293 cells. B-score at 10 µM;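 active means initial fluorescence not abnormally high and integrated response B-score, plate-corrected, over 3 SD above library mean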
Target sequence (Q9GZV3 whole entry, looked up): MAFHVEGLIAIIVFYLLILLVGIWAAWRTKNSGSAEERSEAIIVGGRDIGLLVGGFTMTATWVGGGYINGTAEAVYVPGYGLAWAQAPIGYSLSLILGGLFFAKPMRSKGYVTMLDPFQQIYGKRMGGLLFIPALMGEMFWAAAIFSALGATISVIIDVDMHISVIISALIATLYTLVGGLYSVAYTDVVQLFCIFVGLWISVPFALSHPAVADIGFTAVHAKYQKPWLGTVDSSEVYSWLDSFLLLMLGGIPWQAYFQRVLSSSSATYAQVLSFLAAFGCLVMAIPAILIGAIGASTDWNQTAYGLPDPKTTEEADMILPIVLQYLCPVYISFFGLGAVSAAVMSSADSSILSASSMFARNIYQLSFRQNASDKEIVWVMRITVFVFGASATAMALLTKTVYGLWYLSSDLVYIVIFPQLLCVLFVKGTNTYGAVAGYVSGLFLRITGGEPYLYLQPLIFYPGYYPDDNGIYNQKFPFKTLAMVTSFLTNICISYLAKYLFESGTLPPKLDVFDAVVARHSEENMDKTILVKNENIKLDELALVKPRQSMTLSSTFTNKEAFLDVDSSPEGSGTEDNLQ
An asterisk follows results filed as active; i = inactive; . = no result given.

The line under a structure holds: CHT allo act | OX1R antagonist
CCNC(=S)NNC(=O)c1cc(-c2ccccc2C)nc2ccccc12
  i | -24
C[C@H]1[C@H](c2ccccc2)C[C@@H](C(=O)O)C1(C)C
  i | -1
CCCCCCCCN1[C@@H](CC(=O)O)c2cc(F)ccc2S1(=O)=O
  i | 4
Cc1cc(C)nc(NC(N)=NC(C)c2ccccc2)n1 (stereo not given)
  6.3* | -20
Cc1ccc(N(CCC(=O)NC(C)(C)C)S(=O)(=O)c2ccc(C)cc2)cc1
  i | -23
O=C(CNC(=O)c1ccccc1)OCc1ccc([N+](=O)[O-])cc1
  i | 1
C/C(=N\NC(=O)c1cccnc1)c1cccc([N+](=O)[O-])c1
  i | -23
Cc1ccc2nc(SCC(=O)NCc3ccco3)[nH]c2c1
  i | -18
COc1ccc(CC(=O)N/N=C/c2ccc(-c3ccc(F)cc3)o2)cc1OC
  i | -23
COc1ccc(CN(C)C(C)C(=O)Nc2ccc(S(=O)(=O)N3CCOCC3)cc2)c(OC)c1 (stereo not given)
  i | -3
CCN(CC)CCCNC(=O)c1ccc(Cl)c(S(=O)(=O)Nc2ccccc2OC)c1
  i | -20
O=C(NC1CC1)c1cc(F)c(F)cc1Cl
  i | 1
CC(NC(=O)Cc1ccc(S(=O)(=O)N2CCOCC2)s1)c1ccc(Cl)c(Cl)c1 (stereo not given)
  i | -29
COc1cccc(C(=O)Nc2nnc(-c3ccccc3)s2)c1
  i | .
Cc1cccc(NC(=O)c2nc[nH]c2C(=O)N[C@@H](C)c2ccccc2)c1
  . | -13

Single records (already shown).
`COc1cccc(C(=O)Nc2nnc(-c3ccccc3)s2)c1` in the list: CHT allo act = i; OX1R antagonist = .
`Cc1ccc2nc(SCC(=O)NCc3ccco3)[nH]c2c1` in the list: CHT allo act = i; OX1R antagonist = -18

(list continues)
The line under a structure holds: CHT allo act | OX1R antagonist
Nc1ccc(S(=O)(=O)N2CCc3ccccc32)cc1
  i | -4
CCOC(=O)c1nn(-c2ccccc2F)c(-c2ccccc2)c1C(=O)c1ccccc1
  i | -9
CCC(ONc1ccccc1C(F)(F)F)(C(=O)NN(C)C)c1ccccc1 (stereo not given)
  . | 14
CC1CC(C)CN(C(=O)c2cc3cc(Br)cc(Br)c3o2)C1 (stereo not given)
  i | -42
COC(=O)CCC(=O)c1oc2ccccc2c1NC(=O)CCCN1C(=O)c2ccccc2C1=O
  i | -14
Cc1ccc(OCC(=O)N/N=C2\CCOc3c(C)cccc32)cc1
  i | -8
CCc1cc2ccc(C)c(C)c2nc1SCC(=O)NNC(=O)c1ccco1
  i | -30
O=C(CSc1nnc(-c2ccccc2)o1)N1CCOCC1
  i | -12
CCOc1ccc(S(=O)(=O)Nc2nc3ccccc3nc2Cl)cc1
  i | -6
Cc1cc(C)c(OCC(=O)NCC(C)(C)N2CCOCC2)c(C)c1
  i | -16
COc1ccc(CN(C(=O)c2nsc(Cl)c2Cl)C(C(=O)NC2CCCC2)c2ccc(C)cc2)cc1 (stereo not given)
  i | 16
Cc1ccc(C(=O)OC2CCS(=O)(=O)c3sccc32)cc1 (stereo not given)
  i | -19
COc1cccc(NC(=O)Nc2nc(-c3ccc(OC)c(OC)c3)cs2)c1
  i | 73*
Nc1c(Cl)cc(Cl)cc1C(=O)OCC(=O)N1CCCC1=O
  i | -19
c1ccc(-c2cc3c(N4CCOCC4)ncnc3s2)cc1
  i | -23

(next part)
The line under a structure holds: CHT allo act | OX1R antagonist
CCn1c(=O)c2cc(C(=O)NCCN3CCOCC3)sc2c2ccccc21
  i | -14
O=C(COC(=O)C(Cc1ccccc1)NC(=O)c1ccccc1)c1ccccc1 (stereo not given)
  i | 1
COc1ccc(CC(=O)NNc2ncnc3c2cnn3-c2ccccc2)cc1
  i | -9
COc1ccccc1NS(=O)(=O)c1cc(NC(=O)c2ccc3ccccc3n2)ccc1Cl
  i | -7
C#CCn1c(=NC(=O)c2ccc(S(=O)(=O)N3CCc4ccccc4C3)cc2)sc2cc(S(N)(=O)=O)ccc21
  i | 14
Cc1ccccc1C(OCC(O)CN1CCC(C(N)=O)CC1)c1ccccc1 (stereo not given)
  i | -9
NC(=O)C1CCN(c2ncnc3c(-c4ccccc4)nsc23)CC1
  i | -12
Nc1c(C(=O)Nc2ccccc2)c2nc3ccccc3nc2n1CCCN1CCOCC1
  i | -5
Nc1ccc(C(=O)NCC(=O)O)cc1
  i | -9
O=S(=O)(NC1CCCCC1)c1cccc2nsnc12
  i | -10
CCN(CC)S(=O)(=O)N1CCC(C(=O)NCc2ccc(C)cc2)CC1
  i | -9
COc1ccc(/C=N/NC(=S)Nc2ccccc2)cc1COc1ccccc1F
  i | -16
CCCCC(O)(CCCC)C(=O)NN(C(=O)OCC)c1ccccc1
  i | -11
O=C(CSc1nc2ccccc2[nH]1)N1CCN(c2ccccc2)CC1
  i | -38
CCC(C)(C)NC(=O)Cc1ccc(OC)c(OC)c1
  i | -8

Some of these compounds in order of the OX1R antagonist value, smallest number first.
Molecule	OX1R antagonist
CCn1c(=O)c2cc(C(=O)NCCN3CCOCC3)sc2c2ccccc21	-14
CCCCC(O)(CCCC)C(=O)NN(C(=O)OCC)c1ccccc1	-11
O=S(=O)(NC1CCCCC1)c1cccc2nsnc12	-10
Nc1c(C(=O)Nc2ccccc2)c2nc3ccccc3nc2n1CCCN1CCOCC1	-5
O=C(COC(=O)C(Cc1ccccc1)NC(=O)c1ccccc1)c1ccccc1 (stereo not given)	1

Continued.
The line under a structure holds: CHT allo act | OX1R antagonist
CS(=O)(=O)c1ccc2nc(NC(=O)C3CCCO3)sc2c1 (stereo not given)
  i | -14
C/C(=N\NS(=O)(=O)c1ccc(Br)cc1)c1ccc(-n2ccnc2)cc1
  . | -21
O=c1nc(Nc2ccc(Br)cc2)sc2ccc([N+](=O)[O-])cc12
  i | 7
O=C(NC(=S)Nc1ccc(CN2CCOCC2)cc1)c1ccc([N+](=O)[O-])cc1
  i | -24
O=C(/C(=C/O)N=Nc1ccc(Cl)cc1)c1ccncc1
  i | -26
O=C(Nc1ccccc1F)c1ccc(C(=O)c2ccccc2)cc1
  i | 0
Cc1ccc(C)c(N2CCN(c3ccc4cc(S(=O)(=O)N5CCCCC5)ccc4n3)CC2)c1
  i | -11
COc1cccc(N2CCN(C(=O)c3cc4ccc(OC)cc4[nH]3)CC2)c1
  i | -10
Cc1cc(C)cc(N(CC(=O)NCC2CCCO2)C(=O)CCC(=O)Nc2cc(C)on2)c1 (stereo not given)
  i | -16
COc1ccc(OC)c2sc(N(CCCN(C)C)C(=O)c3ccc(S(=O)(=O)N4CCc5ccccc5C4)cc3)nc12
  i | -13
COc1ccc(-c2c(C)n([O-])c3c([n+]2=O)CCCCC3)cc1
  i | -7
COc1ccc(-c2cc(C(F)(F)F)nc(SCC(=O)Nc3sc4c(c3C#N)CCC4)n2)cc1
  i | -21
COc1ccc(CCNC(=O)CCS(=O)(=O)c2ccc(Br)cc2)cc1OC
  i | -7
COc1ccc(Nc2nnc(SC(C)C(=O)NC3CC3)s2)cc1 (stereo not given)
  . | -4
CC(C)OC(=O)c1cc(Cl)c(=O)n(Cc2ccc(Cl)cc2Cl)c1
  i | -51

Going on with the list:
The line under a structure holds: CHT allo act | OX1R antagonist
Cc1cccc(NC(=O)C(C)SCc2ccccc2)c1 (stereo not given)
  i | -4
CCOC(=O)C1CCCN(S(=O)(=O)c2cc3c4c(c2)CCN4C(=O)CC3)C1 (stereo not given)
  i | -29
COc1ccc(-c2cc(C(=O)Nc3ccc(S(=O)(=O)Nc4onc(C)c4C)cc3)c3ccccc3n2)cc1OC
  i | -9
COc1ccc(NC(=O)c2ccco2)c2ccccc12
  i | .
Cc1cnc(C(=O)OCC(=O)Nc2sc3c(c2C#N)CCC3)cn1
  i | -8
COC(=O)c1c(C(=O)OC)c2ccccn2c1C(=O)c1ccccc1
  i | -23
O=C(Nc1cccc(S(=O)(=O)N2CCOCC2)c1)c1ccc2c(=O)n3c(nc2c1)CCCCC3
  i | -25
CCN(CC(=O)Nc1ccc(NC(C)=O)cc1)C(=O)c1ccc(COc2ccccc2)o1
  . | -6
O=c1c2ccccc2oc2cc(-c3ccc4cc[nH]c4c3)ccc12
  . | 75*
CC(C)C(NC(=O)OCc1ccccc1)C(=O)OCC(=O)NC1CC1 (stereo not given)
  i | -1
CCOc1cc(/C=C/c2cc(C(F)(F)F)[nH]c(=O)n2)ccc1O
  i | -5
CC(=O)Nc1ccc(C(=O)CSc2nnc3scc(-c4ccccc4)n23)cc1
  i | -25
O=C(O)CCNS(=O)(=O)c1ccc2c(c1)Cc1ccccc1-2
  i | -7
CC(C)(C)NC(=O)CSc1nc(O)cc(=O)n1-c1ccccc1
  i | 0
CN(C(=O)COC(=O)Cc1c[nH]c2ccccc12)c1c(N)n(Cc2ccccc2)c(=O)[nH]c1=O
  . | -11

Remaining list, next part:
The line under a structure holds: CHT allo act | OX1R antagonist
Cc1ccc(S(=O)(=O)N(C)/N=C2/C(=O)N(CC(=O)O)c3ccccc32)cc1
  i | -1
Cc1nn2c(CN(C(=O)CN3CCOCC3)c3ccccc3)nnc2c2ccccc12
  i | -10
Clc1ccc(-c2nnc(-c3ccccc3)c(-c3ccccc3)n2)cc1
  i | -27
Cc1ccc(-n2c(CCC(=O)O)ccc2-c2cccs2)cc1
  i | -8
O=C(CCSc1ccccc1)Nc1nnc(-c2ccccc2)o1
  i | -16
COc1ccc2c(c1)CCc1c(C(=O)N3CC4(C)CC3CC(C)(C)C4)noc1-2 (stereo not given)
  i | -44
Cc1cc2n(n1)SC(Nc1ccc(F)c(Cl)c1)N2 (stereo not given)
  i | -9
Cn1nnc2ccccc2c1=O
  i | 0
CCOc1ccc(CCN2C(=O)C3C4C=CC(C4)C3C2=O)cc1OCC (stereo not given)
  i | -6
O=C(CNC(=O)c1ccco1)OCc1ccc(C(=O)c2ccccc2)cc1
  i | -13
COc1ccc(-c2[nH]ncc2/C=N\NC(=O)c2ccc(C(C)(C)C)cc2)cc1OC
  i | -28
COc1ccc(CCNC(=O)CSc2nccc(=O)[nH]2)cc1OC
  i | -8
O=S(=O)(CCc1ccccc1)N1CCOCC1
  i | -12
Cc1ccc(O)c(NC(=O)c2cc3nc4c(c(C(F)(F)F)n3n2)CCc2ccccc2-4)c1
  i | -16
O=C(N/N=C/c1c(Cl)[nH]c2ccccc12)c1sc2ccccc2c1Cl
  i | 93*

Next section
The line under a structure holds: CHT allo act | OX1R antagonist
O=C(NO)c1ccc(C(=O)N(C2CCCCC2)C2CCCCC2)cc1
  i | -7
CC(C)CCNC(=O)Cn1c(=O)oc2cc(S(=O)(=O)N3CCc4ccccc43)ccc21
  i | -18
O=C(CSC1=Nc2ccccc2C2CC=NN12)Nc1ccc(F)c(F)c1F (stereo not given)
  . | -12
Cc1c(NC(=S)NC(=O)c2ccccc2)c(=O)n(-c2ccccc2)n1C
  i | -12
O=[N+]([O-])c1c(NCCCO)cc(SCc2ccco2)c2nonc12
  i | 1
O=C(c1cccnc1)C1Cc2ccccc2C1=O (stereo not given)
  i | -13
CCC(CO)Oc1cc(NCc2cccc(OC)c2)c2ncn(C(C)C)c2c1 (stereo not given)
  . | -22
O=C(Nc1ccc(OCc2ccccc2)cc1)c1cccnc1
  i | -1
COCCNC(=O)C(C)OC(=O)C1=Cc2ccccc2OC1 (stereo not given)
  i | -7
Oc1ccc2ccccc2c1CN1CCN(c2ccccc2)CC1
  i | -12
COc1cc(CNc2ccc3[nH]c(=O)[nH]c3c2)ccc1OCc1c(F)cccc1Cl
  i | .
CCOc1ccc(N/C(N)=N/c2nc(C)c(C)c(=O)[nH]2)cc1
  i | -8
CNc1nc(C)c([N+](=O)[O-])c(Nc2ccc(OC)cc2)n1
  i | .
COCCCNC(=O)N1c2ccccc2Sc2ccccc21
  i | -10
CC1CC(=O)Nc2ccccc2N1C(=O)CN1CCN(C=O)CC1 (stereo not given)
  i | 2

Remaining list, next part:
The line under a structure holds: CHT allo act | OX1R antagonist
COCCn1nnnc1CN(CCc1ccccc1)Cc1cc2cc(OC)ccc2[nH]c1=O
  i | -14
CN1CCN(C(=O)C2(NC(=O)NCc3ccccc3)CCCCC2)CC1
  i | -21
CN(Cc1cnccn1)Cc1nc(Cc2ccccc2Cl)no1
  i | -1
C=C(C)C1CC=C(C)/C(=N/NC(=O)c2ccc(NC(=O)c3cccc(C)c3)cc2)C1 (stereo not given)
  i | -23
COc1ccc(N(C)C(=O)c2cn(CC(C)C)c(=O)c3cc(OC)c(OC)cc23)c(OC)c1
  i | -45
COc1cc(CC(=O)N(c2ccccc2)c2nc(C)cs2)cc(OC)c1OC
  i | -34
CC1CC(OCC(O)CN2CCN(Cc3ccccc3)CC2)CC(C)(C)C1 (stereo not given)
  i | -26
Nc1ncnc2c1ncn2[C@@H]1O[C@H](CNC(=O)[C@@H]2CCC(=O)N2)[C@@H](O)[C@H]1O
  . | -9
CCOc1cccc(CNCc2ccncc2)c1
  i | .
CN1CCNC(=O)C1CC(=O)NCCC1=CCCCC1 (stereo not given)
  i | -9
O=C1CCCCC1Sc1nnc(Nc2ccccc2)s1 (stereo not given)
  i | -14
O=C(O)CCc1ccc(NCc2cccc(Oc3ccccc3)c2)cc1
  i | 2
O=C(Nc1cc(-c2ccccc2)[nH]n1)c1ccccc1
  i | -8
Cc1cccc(NC(=S)/N=C(\N)Nc2nc(C)c3ccc(C)cc3n2)c1
  i | -24
COc1cc(NC(=O)c2nnn(Cc3ccc(SC)cc3)c2N)cc(OC)c1
  i | 15

Next part
The line under a structure holds: CHT allo act | OX1R antagonist
COc1ccccc1C(=O)Nc1ccc(NC(=O)c2ccco2)c(C)c1
  i | -25
Cc1cc(C(=O)COC(=O)CCCN2C(=O)c3ccccc3C2=O)c(C)n1C
  i | -23
Cc1nn2c(-c3ccccn3)ccnc2c1Cl
  i | 2
Cc1cccc(C)c1NC(=O)CN(c1ccccn1)S(=O)(=O)c1ccccc1
  i | -15
C#CC1(NC(=O)NS(=O)(=O)c2ccc(C)cc2)CCCCC1
  i | -13
